# KCNQ1 act – human KCNQ1 channel potentiation or activation | actives 0.35% (n = 310,000) | B-score at 10 µM | CHO-K1 KCNQ1, thallium flux FluxOR fluorescence; stronger effect = higher value | AID 2648;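 active means fluorescence ratio B-score, a plate-corrected score, at least three library SD, with initial intensity B-score within 5 SD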
# Target sequence (P51787 whole entry, looked up): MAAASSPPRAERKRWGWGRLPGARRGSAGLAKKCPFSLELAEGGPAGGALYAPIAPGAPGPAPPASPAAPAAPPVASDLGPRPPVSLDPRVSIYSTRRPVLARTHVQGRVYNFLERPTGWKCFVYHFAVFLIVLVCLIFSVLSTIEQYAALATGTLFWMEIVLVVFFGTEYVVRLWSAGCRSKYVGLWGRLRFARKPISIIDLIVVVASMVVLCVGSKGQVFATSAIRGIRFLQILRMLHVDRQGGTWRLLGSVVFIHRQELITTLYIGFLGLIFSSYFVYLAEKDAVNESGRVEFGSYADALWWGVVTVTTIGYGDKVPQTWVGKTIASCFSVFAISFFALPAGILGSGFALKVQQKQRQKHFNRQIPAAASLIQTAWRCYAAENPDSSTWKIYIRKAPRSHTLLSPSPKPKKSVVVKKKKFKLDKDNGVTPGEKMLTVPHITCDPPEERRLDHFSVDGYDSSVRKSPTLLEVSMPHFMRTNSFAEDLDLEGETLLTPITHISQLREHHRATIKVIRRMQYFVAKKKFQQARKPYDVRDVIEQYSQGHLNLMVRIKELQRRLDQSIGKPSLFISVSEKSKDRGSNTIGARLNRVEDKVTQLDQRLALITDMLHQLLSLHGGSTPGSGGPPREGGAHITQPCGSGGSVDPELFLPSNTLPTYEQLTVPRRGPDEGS
#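 System: CHO-K1 cells stably expressing KCNQ1 / Medium: assay buffer for compound exposure, DMSO matched across wells / Reagent: thallium- and potassium-containing depolarizing buffer / Compound: one concentration, matched DMSO / Incubation: 20 min compound pretreatment at room temperature / Measured by: kinetic FluxOR fluorescence, 10 s baseline plus 110 s post-stimulus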
# KCNK3 inh – human KCNK3 channel inhibition, primary screen; O14649; CHO-KCNK3 thallium flux, FluxOR fluorescence; stronger effect = lower value; B-score at 10 µM; actives 0.84% (n = 340,000);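 active means B-score under library mean minus 4 SD, starting fluorescence ratio at most library mean plus 5 SD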;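 further: more negative B-score means stronger inhibition of thallium flux through KCNK3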
# Target sequence (O14649 whole entry, looked up): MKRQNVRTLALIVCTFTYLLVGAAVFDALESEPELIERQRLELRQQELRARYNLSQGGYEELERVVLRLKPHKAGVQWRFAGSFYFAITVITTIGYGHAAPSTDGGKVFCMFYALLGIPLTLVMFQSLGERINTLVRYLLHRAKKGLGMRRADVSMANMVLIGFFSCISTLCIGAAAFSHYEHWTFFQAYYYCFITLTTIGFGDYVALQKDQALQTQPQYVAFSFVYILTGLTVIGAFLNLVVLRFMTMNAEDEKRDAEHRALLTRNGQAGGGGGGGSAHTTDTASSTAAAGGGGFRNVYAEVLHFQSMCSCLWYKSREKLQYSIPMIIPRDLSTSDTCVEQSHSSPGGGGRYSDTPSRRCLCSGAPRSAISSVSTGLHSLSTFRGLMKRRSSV
# PolyA inh – yeast polyadenylation inhibition | S. cerevisiae SKY197-pL101 polyadenylation reporter, beta-gal luminescence; efflux-impaired pdr1/pdr3 knockout yeast; score 100 = 6 SD above DMSO | calls only at 12 µM | actives 0.02% (n = 300,000);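 active means lowest replicate activity score at least 50, where 100 means six control SD above control mean; inconclusive means lowest score under 50 but half or more replicates reach 50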;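 further: yeast exposed to compound for 9 h at 30 °C; higher score means more reporter readthrough which indicates perturbed polyadenylation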
# KCNQ1 block – blocks the human KCNQ1 potassium channel; B-score at 10 µM; P51787; actives 1.3% (n = 310,000); CHO-K1 KCNQ1, FluxOR thallium flux fluorescence; stronger effect = higher value;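 active means compounds whose thallium flux B-score, printed positive for inhibition, exceeds three library SD while starting fluorescence stays within three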;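 further: channel opened by potassium depolarization with thallium stimulus after 20 min compound exposure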
# TRPC4 potent – TRPC4 (mouse) allosteric potentiation; Q9QUQ5; HEK293 TRPC4beta/mu-opioid, DAMGO EC20, Fluo-4 Ca2+ flux; stronger effect = higher value; B-score at 10 µM; actives 0.42% (n = 310,000);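 active means B-score of calcium response area above 5 SD of library B-scores, with initial fluorescence ratio within 5 SD of library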;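 further: B-score of integrated fluorescence ratio over time as area under calcium response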
# hERG rescue – compounds protecting human hERG from proarrhythmic drug block | Q12809 | CHO-hERG, FluxOR thallium flux, dofetilide IC70 present | activation (rescue from dofetilide block), less the hit threshold, % at 10 µM | actives 0.51% (n = 310,000) | AID 1511;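 active means activation above the mean of controls blocked by dofetilide plus 5 SD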;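 further: thallium influx through hERG after potassium depolarization seen as dye fluorescence rise; in these data hits start at about 4.7%; inactives centre near -7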
# DYRK1A inh – Dyrk1A (rat) kinase inhibition. Q63470. ADP-Glo luminescence, NFATc1 peptide. inhibition, % at 12.5 µM. actives 0.43% (n = 310,000); in the data active means inhibition above about 50%;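 further: plate controls were vehicle with enzyme for no effect and no enzyme for full effect; many of its hits are not listed in these tables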
# TRPC4 act – opens the mouse TRPC4 cation channel | Q9QUQ5 | HEK293 TRPC4beta/mu-opioid, Fluo4 calcium fluorescence; stronger effect = higher value | B-score at 10 µM | actives 0.49% (n = 310,000) | AID 2237;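 active means B-score above 5 SD of library B-scores, and initial fluorescence ratio not above library mean plus 5 SD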;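 further: positive B-score marks a calcium rise read as TRPC4 activation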
#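 Assay system – TRPC4beta and mu-opioid receptor HEK293 stable cells · Measured by – Fluo4 fluorescence, kinetic · Schedule – dye loading 45 min room temperature, 110 s kinetic read · Read-out – B-scored integrated calcium fluorescence ratio · Controls – buffer and maximal DAMGO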
# TRPC4 inh – inhibitors of mouse TRPC4 channel; Q9QUQ5; HEK293 TRPC4beta/mu-opioid, DAMGO-evoked Fluo4 calcium flux; stronger effect = lower value; B-score at 10 µM; actives 0.39% (n = 300,000); AID 2247;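 active means B-score over 3 SD under the library average, no early fluorescence shift, positive overall ratio signal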
#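 material = TRPC4beta/mu-opioid receptor HEK293 cell line | probe or stimulus = sequential submaximal and maximal DAMGO stimulation | compound dosing = one concentration per compound | measured by = Fluo4 Ca2+ flux fluorescence | evaluation = integrated fluorescence ratio relative to baseline, converted to per-well B score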
# Platelet DG rel – modulates dense granule release in human platelets; inhibition, %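 (compounds screened at 7.5 µM in platelet-rich plasma)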; AID 1663; human platelet-rich plasma, SFLLRN dense granule ATP release, luminescence; actives 0.22% (n = 300,000);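 active means mean replicate score, as percent of positive control, at or above 50; inconclusive means mean below 50 but at least one replicate at or above 50; inactive means mean and every replicate below 50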
# KCNK9 inh – human KCNK9 channel inhibition; HEK293 KCNK9, FluxOR thallium flux fluorescence; stronger effect = lower value; B-score at 10 µM; actives 1.2% (n = 310,000); AID 488922;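 active means ratio B-score over 3 SD below the library mean, with starting fluorescence within 5 SD of its mean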;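 further: negative B-score means less thallium flux so channel inhibition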
# * = called active by the depositor; i = inactive; ? = inconclusive; · = no result given. Some of the compounds tested; the hit share may differ from the screen's.
No.	molecule	KCNQ1 act	KCNK3 inh	PolyA inh	KCNQ1 block	TRPC4 potent	hERG rescue	DYRK1A inh	TRPC4 act	TRPC4 inh	Platelet DG rel	KCNK9 inh
1	CN1C(=O)CSc2ccc(NC(=O)NCCC3=CCCCC3)cc21	i	i	i	i	i	-10	3	i	i	-4	i
2	CCN(CC)CCCN1C(=O)C(=O)/C(=C(/O)c2ccccc2)C1c1cc(OC)ccc1OC (configuration not stated)	i	i	i	i	i	2	-2	i	i	1	i
3	O=P(O)(CP(=O)(c1ccccc1)c1ccccc1)c1ccccc1O	i	i	i	i	i	6.4*	-1	i	i	0	i
4	Nc1nc(N)nc(-c2ccccc2-c2nc(N)nc(N)n2)n1	i	i	i	i	i	-5	1	i	i	1	i
5	CCOc1ncccc1C(=O)N1CCN(S(=O)(=O)c2ccccc2)CC1	i	i	i	i	i	-9	-5	i	i	4	i
6	Cc1cccc(NC(=O)C2(c3cccs3)CCOCC2)n1	i	i	i	i	i	-9	0	i	i	12	i
7	O=C(NCc1ccco1)c1cc(S(=O)(=O)N2CCCc3ccccc32)ccc1Cl	i	i	·	i	i	-11	0	i	i	-1	i
8	COc1ccc(C)cc1N(C(=O)c1ccco1)C(C(=O)NC1CCCC1)c1ccc(N2CCOCC2)cc1 (configuration not stated)	i	i	i	i	i	-10	-1	i	i	-4	i
9	CCOc1ccc(NC(=O)C(C)Sc2nnc(C)n2C)cc1 (configuration not stated)	i	i	i	i	i	0	·	i	i	7	i
10	Cc1cc(=O)[nH]c(SCC(=O)Nc2nonc2C)n1	i	i	i	i	i	-2	-7	i	i	1	i
11	CCSCCNC(=O)c1cc(-n2cnnc2)ccc1Cl	i	i	i	i	i	-7	-8	i	i	2	i
12	CCOCCCN1C(=O)CN(C2CCCCC2)C(=O)C1c1ccc(OC)c(OC)c1 (configuration not stated)	i	i	i	i	i	-10	-5	i	i	15	i
13	CC(=O)Nc1ccc(S(=O)(=O)Nc2nnc(C3CCCCC3)s2)cc1	i	i	i	i	i	-7	8	i	i	1	i
14	Cc1nc(-c2ccc(Cl)cc2)sc1C1(C)CC(c2ccc(OC(F)(F)F)cc2)=NO1 (configuration not stated)	i	i	i	i	i	-6	-3	i	i	-1	i
15	CC(C)CC(=O)Nc1ccccc1N1CCCC1	i	i	i	i	i	-11	-3	i	i	7	i
16	CC1(C)NC(=O)N(CC(=O)OCC(=O)Nc2cc(S(=O)(=O)N3CCCCC3)ccc2Cl)C1=O	i	i	i	i	i	-10	1	i	i	-23	i
17	Nc1cc(=O)[nH]c(SCC(=O)N2N=C(c3ccc4ccccc4c3)CC2c2ccccc2)n1 (configuration not stated)	i	i	i	i	i	-4	-2	i	i	-4	i
18	COc1ccc(-c2csc(NC3=NCCCCC3)n2)cc1	i	i	i	i	i	-9	20	i	i	-11	i
19	COc1ccc(C(=O)n2ncc(C#N)c2N)cc1	i	i	i	i	i	-7	-3	i	i	-2	i
20	CCOC(=O)C1CCCN(c2c(NCCN3CCCCC3CC)c(=O)c2=O)C1 (configuration not stated)	i	i	i	i	i	1	0	i	i	-2	i
21	O=C(Nc1ccccc1)c1ccc(NC(=O)c2cccs2)cc1	i	i	i	i	i	-5	3	i	i	10	i
22	Cc1ccc(C(=O)OCc2cn3ccccc3n2)cc1	i	i	i	i	i	-2	-6	i	i	0	i
23	O=C(NCC1CCOCC1)C1CCC(=O)N(Cc2cccc(C(F)(F)F)c2)C1 (configuration not stated)	i	i	i	i	i	0	9	i	i	18	i
24	COc1ccc(CN(C)C(=O)c2ccc(NS(=O)(=O)c3ccc4[nH]c(=O)[nH]c4c3)cc2)c(OC)c1	i	i	i	i	i	-3	-15	i	i	41	i
25	CCN(CC)CCCC(C)NC1=NCCCCC1 (configuration not stated)	i	i	i	i	i	-4	-4	i	i	1	i
26	Cc1cc(NC(=O)c2ccc3c(c2)OCCO3)ccc1NC(=O)c1ccco1	i	i	i	i	i	-4	-2	i	i	6	i
27	COc1ccc(/C=C/C(=O)Oc2ccc(/C=N/NC(=O)c3ccccc3)cc2)cc1OC	i	i	i	i	i	-8	-2	i	i	-11	i
28	O=C(Nc1cccnc1)c1ccc2ccccc2c1O	i	i	i	i	i	-7	7	i	i	-5	i
29	Cn1c(N)c(C(=O)COC(=O)CCCN2C(=O)c3ccccc3C2=O)c(=O)n(C)c1=O	i	i	i	i	i	-6	·	i	i	-1	i
30	CCN(c1ccccc1)S(=O)(=O)c1cccc(C(=O)NCC(c2cccs2)N2CCOCC2)c1 (configuration not stated)	i	i	i	i	i	-8	13	i	i	-6	i
31	COc1ccc(OC)c(CNC(=O)C2CCCN(S(=O)(=O)N3CC(C)CC(C)C3)C2)c1 (configuration not stated)	i	i	i	i	i	-2	0	i	i	5	i
32	O=c1c2ccccc2nc(SCc2nc3ccccc3s2)n1Cc1ccco1	i	-12*	i	i	i	-5	-1	i	i	-3	i
33	NC(=O)C(c1ccccc1)C1CCCC1 (configuration not stated)	i	i	i	i	i	-13	1	i	i	1	i
34	Cc1ccc(Cn2c(SCC(N)=O)nc3c2c(=O)n(C)c(=O)n3C)cc1	i	i	i	i	i	-7	-1	i	i	5	i
35	O=C(Cc1ccccc1[N+](=O)[O-])Nc1ccc2c(c1)OCCO2	i	i	i	i	i	-4	5	i	i	16	i
36	CCCc1cc(=O)n2nc(N3CCC(C(=O)Nc4cccc(C(C)=O)c4)CC3)sc2n1	i	i	i	i	i	-6	-4	i	i	0	i
37	CN1CCN(C(=S)c2ccc(OCC(=O)Nc3cccc(C(F)(F)F)c3)cc2)CC1	i	i	i	i	i	-14	17	i	i	-24	i
38	CC(=O)Nc1cccc(Oc2ccc(-c3noc(C)n3)cc2)c1	i	i	i	i	i	-6	-6	i	i	-1	i
39	Cc1cc(C)n(-c2ccc(C(=O)NCc3ccc4c(c3)OCO4)cc2)n1	i	i	i	i	i	-6	4	i	i	-1	i
40	CC(C)NC(=O)NC(=O)CSc1nncs1	i	i	i	i	i	-10	-4	i	i	-6	i
41	COc1ccc(OCC(O)CNC(=O)Nc2ccc(F)cc2)cc1 (configuration not stated)	i	i	i	i	i	-5	0	i	i	0	i
42	COc1ccc2[nH]c(=O)c(CN(CC3CCCO3)C(=S)Nc3cccc(C)c3)cc2c1 (configuration not stated)	i	i	i	i	i	-10	-1	i	i	-2	i
43	COc1ccc(-c2cc3ncc(-c4ccccc4)c(N)n3n2)cc1	i	i	i	i	i	-7	1	i	i	6	i
44	CCOC(=O)N1CCN(S(=O)(=O)N2CCCC(C(=O)NCCCN3CCC(C)CC3)C2)CC1 (configuration not stated)	i	i	i	i	i	-1	-1	i	i	6	i
45	O=C(C1CCN(c2nc3nonc3nc2N2CCCCC2)CC1)N1CCOCC1	i	i	i	i	i	-10	-4	i	i	-1	i
46	COc1ccc(/C=N/NC(=O)CCC(=O)Nc2ccccc2)cc1OC	i	i	i	i	i	-5	0	i	i	4	i
47	OC(COc1ccc(CNCCc2ccc(C(F)(F)F)cc2)cc1)CN1CCCCC1 (configuration not stated)	i	i	i	i	i	-18	-3	i	i	2	i
48	CC(=O)c1cc(-c2ccc(F)cc2)n(CCC(=O)Nc2cccc(C)n2)c1C	i	i	i	i	i	-3	-21	i	i	0	i
49	O=C(COc1ccc2ccc(=O)oc2c1)NCCCn1ccnc1	i	i	i	i	i	-6	2	i	i	-2	i
50	CN(C)S(=O)(=O)N(CC(=O)N(Cc1ccccc1)Cc1ccccc1)c1ccccc1	i	i	i	i	i	-17	-2	i	i	1	i
51	O=C(CSc1nc(C(F)(F)F)cc(=O)[nH]1)NCC1CCCO1 (configuration not stated)	i	i	i	i	i	-11	-3	i	i	5	i
52	C(=C\CSc1nnnn1-c1ccccc1)/CSc1nnnn1-c1ccccc1	i	-9.7*	i	i	i	-15	4	i	i	4	i
53	COc1cc(OC)cc(C(=O)NCC(=O)Nc2ccc(-c3ccccc3)cc2)c1	i	i	i	i	i	-7	-2	i	i	2	i
54	CC(C)(C)OC(=O)NC(CNCc1ccccc1)Cc1ccccc1 (configuration not stated)	i	i	i	i	i	-9	-29	i	i	-2	i
55	CCS(=O)(=O)c1ccc(-c2cccc(NC(=O)c3ccco3)c2)nn1	i	i	i	i	i	-14	-1	i	i	6	i
56	O=C(N1CCCCC1)C1(S(=O)(=O)c2ccccc2)CC=CC1	i	i	i	i	i	1	0	i	i	0	i
57	CN(C)S(=O)(=O)c1cccc(NC(=O)c2cccc(S(=O)(=O)N3CCCCC3)c2)c1	i	i	i	i	i	-13	·	i	i	3	i
58	Cc1ccc(S(=O)(=O)N2CCCC2C(=O)N(C)Cc2cccs2)cc1 (configuration not stated)	i	i	i	i	i	-11	-10	i	i	-2	i
59	O=C1c2cccc3cccc(c23)C(=O)N1c1cccnc1	i	i	i	i	i	-6	-3	i	i	7	i
60	Cc1c(NC(=O)COC(=O)c2ccc[nH]c2=O)c(=O)n(-c2ccccc2)n1C	i	i	i	i	i	1	-7	i	i	-4	i

# A different layout for some results above.
37. CN1CCN(C(=S)c2ccc(OCC(=O)Nc3cccc(C(F)(F)F)c3)cc2)CC1
  KCNQ1 act = i; KCNK3 inh = i; PolyA inh = i; KCNQ1 block = i; TRPC4 potent = i; hERG rescue = -14; DYRK1A inh = 17; TRPC4 act = i; TRPC4 inh = i; Platelet DG rel = -24; KCNK9 inh = i
38. CC(=O)Nc1cccc(Oc2ccc(-c3noc(C)n3)cc2)c1
  KCNQ1 act = i; KCNK3 inh = i; PolyA inh = i; KCNQ1 block = i; TRPC4 potent = i; hERG rescue = -6; DYRK1A inh = -6; TRPC4 act = i; TRPC4 inh = i; Platelet DG rel = -1; KCNK9 inh = i

# More entries follow:
No.	molecule	KCNQ1 act	KCNK3 inh	PolyA inh	KCNQ1 block	TRPC4 potent	hERG rescue	DYRK1A inh	TRPC4 act	TRPC4 inh	Platelet DG rel	KCNK9 inh
61	O=S(=O)(CCc1ccccc1)/N=C/c1cccs1	i	i	i	i	i	-9	0	i	i	?	i
62	COc1cccc(NC(=O)CSc2nnc(-c3cc(C)n(-c4ccccc4)c3C)o2)c1	i	i	i	i	i	-5	-1	i	i	0	i
63	CCOC(=O)C1CCN(C(=O)C2CCCN(c3ncnc4c3nc3n4CCCCC3)C2)CC1 (configuration not stated)	i	i	i	i	i	-12	·	i	i	1	i
64	CCC(=O)N1c2ccccc2NC2=C(C(=O)CC(C)(C)C2)C1c1cccnc1 (configuration not stated)	i	i	·	i	i	-12	2	i	i	-1	i

# Assay outcomes as filed in PubChem BioAssay.
